# Screening data deposited in PubChem by several laboratories.
# GC-A act: GC-A stimulated cGMP production enhancers – HEK293 GC-A cells, cGMP TR-FRET, EC30 ANP, primary screen. Atrial natriuretic peptide receptor 1 (Homo sapiens), P16066. 0% at EC30 ANP, 100% saturating ANP. activation, % at 10 µM. hit rate 0.14% among 370,000. AID 1671463, 2021; in the data active means activation above about 40%
# MBD2 DNA inh: inhibitors of MBD2 binding to methylated DNA, primary screen, biochemical, TR-FRET, DNA-binding domain, human. Methyl-CpG-binding domain protein 2 (Homo sapiens), Q9UBB5. MBD2 binding to methylated oligonucleotide. inhibition, % at 4.4 µM. hit rate 0.31% among 370,000. AID 686964, 2013; in the data active means inhibition above about 13%
# Target sequence (Q9UBB5 whole entry, looked up, the tested form may be a part): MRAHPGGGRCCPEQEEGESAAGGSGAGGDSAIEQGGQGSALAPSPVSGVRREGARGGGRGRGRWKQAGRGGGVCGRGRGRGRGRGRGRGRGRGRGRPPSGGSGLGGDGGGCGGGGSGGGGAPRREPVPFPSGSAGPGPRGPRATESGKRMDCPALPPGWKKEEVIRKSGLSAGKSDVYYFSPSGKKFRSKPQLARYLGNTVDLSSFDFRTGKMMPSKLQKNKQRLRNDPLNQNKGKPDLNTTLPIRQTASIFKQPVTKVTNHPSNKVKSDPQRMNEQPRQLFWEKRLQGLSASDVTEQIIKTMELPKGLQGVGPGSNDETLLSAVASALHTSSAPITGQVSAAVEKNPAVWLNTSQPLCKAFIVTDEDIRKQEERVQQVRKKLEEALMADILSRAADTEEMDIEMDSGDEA
# SIAE primary: human SIAE inhibitors, primary screen, biochemical, fluorescence polarization, FP-Rh probe, 1536-well HTS; inhibition, % at 9.66 µM; AID 1053197, 2014; Sialate O-acetylesterase (Homo sapiens), Q9HAT2; hit rate 0.69% among 370,000; SIAE FP-Rh probe binding;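 active means inhibition above a cutoff: mean of compounds within the control limits plus 3 SD of those, cut at about 17% in these data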;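 further: 0% = plate median of compound wells and 100% = probe without SIAE protein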
# Target sequence (Q9HAT2 whole entry, looked up): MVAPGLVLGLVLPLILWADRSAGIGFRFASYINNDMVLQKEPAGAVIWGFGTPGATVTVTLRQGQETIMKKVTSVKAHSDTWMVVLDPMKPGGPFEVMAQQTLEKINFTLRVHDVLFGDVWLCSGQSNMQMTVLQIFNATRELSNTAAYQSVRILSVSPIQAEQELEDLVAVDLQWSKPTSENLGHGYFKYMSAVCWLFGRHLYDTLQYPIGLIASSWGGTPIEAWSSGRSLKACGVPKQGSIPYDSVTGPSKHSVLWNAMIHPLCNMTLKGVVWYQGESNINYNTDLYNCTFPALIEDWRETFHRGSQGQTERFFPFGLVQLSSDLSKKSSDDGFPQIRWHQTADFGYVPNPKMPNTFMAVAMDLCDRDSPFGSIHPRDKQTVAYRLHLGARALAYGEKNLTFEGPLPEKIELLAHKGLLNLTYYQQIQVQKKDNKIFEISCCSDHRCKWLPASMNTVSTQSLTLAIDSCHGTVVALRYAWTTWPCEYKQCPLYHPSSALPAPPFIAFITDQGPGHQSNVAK
# ABHD4 inh: ABHD4 inhibitors, primary screen, biochemical, fluorescence polarization, mouse; inhibition, % at 8.92 µM; hit rate 0.54% among 370,000; purified mABHD4, FP-Rh probe fluorescence polarization; (Lyso)-N-acylphosphatidylethanolamine lipase (Mus musculus), Q8VD66;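 active means inhibition exceeding the mean over every tested compound plus 3 SD, cut at about 30% in these data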;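 further: 0% = plate median of compound wells and 100% = S159A mutant with DMSO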
#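 System: mouse ABHD4 enzyme, wild type / Medium: HEPES pH 7.0, NaCl, Pluronic buffer / Reagent: FP-Rh activity-based fluorescent probe / Control set: S159A mutant high control, sample median low control / Detection: fluorescence polarization with parallel and perpendicular emission, 525/598 nm / Schedule: 45 min + 60 min at 25 °C / Compound dosing: 8.92 µM, single dose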
# PRMT1 FP inh: PRMT1 methyltransferase inhibitors, primary screen, biochemical, fluorescence polarization; hit rate 1.3% among 370,000; Protein arginine N-methyltransferase 1 (Homo sapiens), Q99873; recombinant PRMT1, activity-based probe fluorescence polarization; inhibition, % at 2.79 µM;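 active means inhibition above about 21% made by adding two undisclosed values, limit read from the data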
# TCR-CD3 inh: inhibitors of human TCR-CD3 interaction, primary screen, biochemical, fluorescence, TAMRA-labeled TCR probe; T-cell receptor (TCR); inhibition, % at 9.4 µM; hit rate 0.37% among 360,000; AID 651800, 2012; in the data active means inhibition above about 19%;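 further: recombinant mutant TCR 2C K166C tagged with TAMRA read by polarization; 0% = receptor in buffer alone and 100% = receptor with positive control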
# GC-B act: human GC-B receptor activators, primary screen, HEK293 GC-B cells, cGMP TR-FRET, EC30 CNP; hit rate 0.11% among 370,000; 0% at EC30 CNP, 100% saturating CNP; activation, % at 10 µM; AID 1920062, 2024; Atrial natriuretic peptide receptor 2 (Homo sapiens), P20594;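 active means activation at 10 µM reaching about 35% in either raw or pattern-adjusted values, limit read from the data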
# UHRF1 binding: UHRF1 methylated DNA binding inhibitors, primary screen, counter-screen for MBD2 inhibitor project, biochemical, TR-FRET, human UHRF1, single concentration; inhibition, % at 4.4 µM; UHRF1 binding to methylated oligo; E3 ubiquitin-protein ligase UHRF1 (Homo sapiens), Q96T88; hit rate 0.75% among 370,000; in the data active means inhibition above about 21%;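 further: UHRF1 SRA domain binding a hemimethylated CpG hairpin DNA probe; 0% = median of test compound wells and 100% = reference inhibitor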
# rCAG binder: binders of r(CAG) RNA repeats, primary screen, biochemical, fluorescence. r(CAG) RNA repeat, TO-PRO-1 dye displacement fluorescence. inhibition, % at 3 µM. AID 651821, 2012. hit rate 1.3% among 370,000;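 active means inhibition above the plate cutoff, the mean of all test compounds on that plate plus 3 SD, cut at about 35% in these data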;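 further: 0% = DMSO alone and 100% = 100 µM mitoxantrone as full dye displacement; higher means more dye released from RNA so lower well fluorescence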
# HTRA1 inhibitor: HTRA1 serine protease inhibitors, primary screen, biochemical, fluorescence polarization, HTS | recombinant HTRA1, FP-rhodamine activity-based probe | inhibition, % at 5.96 µM | hit rate 0.5% among 340,000 | AID 504803, 2011; in the data active means inhibition above about 36%;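 further: 0% = enzyme with DMSO and 100% = wells lacking enzyme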
# Active calls of the source: *; / = no result given; & = joins results of further samples.
SMILES,GC-A act,MBD2 DNA inh,SIAE primary,ABHD4 inh,PRMT1 FP inh,TCR-CD3 inh,GC-B act,UHRF1 binding,rCAG binder,HTRA1 inhibitor
CCOC(=O)C1=C(C)NC(C)=C(C(=O)OCC)C1C(=O)OCC(=O)N1c2ccccc2CC1C (stereo unspecified),-6.2&-8.0,3.7&-1.2,-1.0&5.0,-3.0&-3.9,-0.6&2.2,8.4&-1.9,-0.8&-5.7,-0.7&3.9,-0.1&-3.9,-8.3&-10.6
CC(C)n1cnc2c(Nc3ccc(C(=O)O)cc3)nc(Cl)nc21,-3.0,6.0,1.7,-16.4,7.0,-6.3,3.3,2.9,9.3,2.6
Cc1c(C(=O)N2CCOCC2)sc2ncnc(N3CCc4ccccc4C3)c12,-0.9,-0.6,-4.0,0.2,-0.1,15.3,-3.1,-2.3,-2.7,0.8
CCOC(=O)c1ccc(-n2c(CN3CCC(C(N)=O)CC3)nc3ccc([N+](=O)[O-])cc3c2=O)cc1,1.7,-4.2,0.5,7.4,14.8,0.4,2.3,-0.5,15.9,10.3
O=C(CN1C(=O)C2CCCN2c2ncc(Cl)cc21)NCc1ccc2c(c1)OCO2 (stereo unspecified),1.6,-3.4,-11.4,-7.2,2.2,1.8,-8.9,-2.6,14.0,-5.9
Cn1c(N)c(C(=O)COC(=O)CCC2CCCCC2)c(=O)n(C)c1=O,4.7,0.2,-0.9,-7.6,-2.5,8.2,-0.7,-1.2,-4.7,-13.8
COc1cccc(CNC(=O)C2C3C=CC4(CN(Cc5ccccc5)C(=O)C24)O3)c1OC (stereo unspecified),4.8,5.7,-0.4,1.3,-1.4,/,-3.3,4.4,2.8,/
CC12CCC(=O)N1C(C(=O)Nc1nc(-c3ccccc3)cs1)CS2 (stereo unspecified),24.2,3.2,-4.7,-4.3,-0.1,-9.1,4.6,3.8,4.1,-3.9
COc1ccc(C2CC(c3ccccc3)=NN2C(=O)CN2CCN(Cc3ccccc3)CC2)cc1 (stereo unspecified),6.2,4.0,1.0,-6.2,4.4,-7.0,3.7,0.8,-4.9,-21.6
CCOc1cc(C(=O)N2CCCC2)cc(OCC)c1OCC,-0.1,3.0,1.7,1.5,0.0,-2.4,4.0,2.5,-8.5,-0.3
COc1ccc(OCC(O)CN2C(=O)c3ccccc3C2=O)cc1 (stereo unspecified),1.7,1.1,15.8,0.0,-3.9,0.1,4.3,-1.0,-3.0,3.6
Cc1nn(Cc2ccccc2)c(Cl)c1/C=C/C(=O)OCC(=O)NC(C)C(C)C (stereo unspecified),1.5,-2.2,-1.4,-7.0,-1.6,1.2,3.4,-0.2,-7.3,-7.6
CCOC(=O)N1CCN(C(=O)Nc2ccc3nc(-c4ccccn4)c(-c4ccccn4)nc3c2)CC1,9.2,-7.7,-9.5,-1.0,3.8,-7.1,4.3,-5.8,5.2,-7.0
CSc1nc(=O)n(CCC#N)nc1SC,2.3,-0.5,-1.6,5.2,-0.3,7.9,-1.9,-1.7,3.8,/
Fc1ccc(-n2cc(CNCCc3cccnc3)c(-c3ccccc3Cl)n2)cc1,-9.7,1.2,14.2,-4.0,-0.4,1.7,-6.0,0.6,-8.6,-23.8
COc1ccc(OC)c(CNc2ncc(-c3cccc([N+](=O)[O-])c3)n2C)c1,-1.4,-2.3,4.0,7.9,-2.0,5.6,-0.9,-1.2,2.2,-9.8
CC(C)c1cc(C(=O)N2CCCC(CCC(=O)N3CCN(c4ccccn4)CC3)C2)no1 (stereo unspecified),-4.8,1.3,-7.7,3.5,3.6,-5.2,0.2,2.1,-11.5,1.3
COc1ccc(Nc2nc3c(C)cccc3cc2C#N)c(OC)c1,1.8,-1.0,-7.2,4.4,-1.4,7.8,2.2,-2.4,2.2,3.8
CC/C(=N\NC(=O)CNC(=O)/C=C/c1ccc(OC)cc1)c1ccccc1,1.6,-0.6,9.1,1.1,-1.8,3.4,1.8,-2.4,1.8,-1.4
O=C(CCc1nnc(CCCc2ccccc2)o1)NC(C1CC1)C1CC1,-4.2,2.1,3.2,0.0,0.8,1.9,-2.5,7.1,-5.8,0.0
CCOC(=O)c1cc(NC(=O)NC2CCCCC2)c(C)nc1C,-3.4,6.6,-2.8,-6.6,1.5,0.2,-5.1,1.5,-2.5,5.0
Cc1ccc2nc(-c3ccc(NC(=O)CN4C(=O)c5ccccc5C4=O)cc3)sc2c1,0.5,-5.2,-3.4,0.5,-1.1,5.0,-2.7,1.7,2.8,-4.8
O=C(Cn1cnc2c(nnn2Cc2ccc(Cl)cc2)c1=O)N1CCCc2ccccc21,1.8,2.1,1.3,8.2,-0.4,0.8,-1.7,1.8,-2.2,5.5
C=CCn1c(SCC(=O)Nc2c(C)cccc2C)nnc1-c1cnccn1,-3.6,-1.3,5.2,-4.1,-1.3,2.0,0.1,-0.6,-4.9,3.7
Cc1csc2c(N3CCN(C(=S)Nc4ccc(F)cc4F)CC3)ncnc12,-0.7,1.6,13.3,-6.0,-4.2,4.3,4.2,-0.5,-2.4,-0.1
O=C1C=C[C@H]2CC[C@@H](O)[C@@H]1[C@@H]2Sc1ccccc1,4.7,6.9,1.0,6.5,-0.8,/,1.3,10.5,4.9,/
Cc1ccc(C(C(=O)NC2CCCC2)N2CCCC(C)C2)cc1 (stereo unspecified),-13.7,-1.3,-3.9,-1.4,-10.8,3.4,-15.3,0.1,-0.1,0.2
O=C(NC1CCCc2c1cnn2-c1ccccc1F)c1ccncc1 (stereo unspecified),3.6,2.7,-9.6,-1.4,1.2,-4.2,-6.9,9.8,0.6,4.1
Cc1ccc(C2C(C#N)=C(N)Oc3c2c(=O)n(C)c(=O)n3C)cc1 (stereo unspecified),-3.6,-0.4,0.1,5.7,11.9,2.5,1.4,-4.9,2.0,-0.9
O=C(c1ccc(Cl)cc1)c1ccc(OCC(O)CN2CCOCC2)cc1 (stereo unspecified),9.2,0.7,-2.1,1.8,1.2,-3.4,1.0,2.9,-6.7,4.8
COc1cc(-c2cc(-c3ccc(N)cc3)[nH]c(=O)c2C#N)cc(OC)c1OC,10.9,-3.9,-3.1,6.4,-3.0,-4.7,12.2,-9.2,1.9,3.5
CCCCc1cc(=O)oc2cc(OS(C)(=O)=O)ccc12,1.0,-1.7,3.9,2.9,-0.8,13.7,1.3,-0.6,-3.3,4.5
CCOc1ccc(C(=O)CCN2CCCCCC2)cc1,12.6,1.4,-4.9,5.9,15.6,4.0,-10.4,3.1,0.4,4.0
Cc1ccnc(N/N=C/c2ccccc2)n1,4.1,-3.6,-1.1,7.2,-0.5,2.8,3.1,-3.2,1.9,5.2
COc1cc(C(=O)NCC(=O)OCC(=O)Nc2nnc(-c3ccccc3)o2)cc(OC)c1OC,-1.4,-5.9,1.3,1.3,-3.9,0.2,2.7,-3.9,6.7,4.8
CCc1cc(/C(Cc2ccc3ccccc3n2)=N\O)c(O)cc1O,-2.6,-6.2,61.2*,2.0,0.4,5.7,-8.3,-2.7,5.2,24.6
CCn1c(SCC(=O)N/N=C/c2ccc(C)o2)nnc1-c1ccc(C(C)(C)C)cc1,2.1,1.7,3.1,-6.5,1.6,1.1,4.0,-0.8,-6.2,-7.7
O=C(O)C1C2C=CC(C2)C1C(=O)NCCCc1ccccc1 (stereo unspecified),0.6,1.9,5.6,-7.4,4.1,3.9,5.5,10.8,0.8,6.3
COC(=O)[C@]12C[C@H](CC(=O)NCC3CCCCC3)C(=O)N(Cc3ccccc3)C1=C[C@H](COCc1ccccc1)O[C@@H]2C,-1.2,2.5,0.8,-1.0,-3.9,/,2.0,1.0,2.2,/
O=C(Nc1nnc(C(F)(F)F)s1)C1COc2ccccc2O1 (stereo unspecified),-1.2,-3.1,6.1,-11.8,-3.2,-2.1,4.9,-0.5,2.6,0.2
CC(C)(C)N=Cc1cc(-c2ccccc2)sc1O,-0.4,2.7,6.9,5.8,2.3,-2.7,-3.2,-3.1,-1.6,7.0
Cc1ccc(S(=O)(=O)/N=C(\Nc2cc(C)on2)c2ccc(Cl)cc2)cc1,-1.2,2.0,1.2,-1.0,-0.1,3.3,2.0,8.7,15.9,-5.8
CCCCC(=O)Nc1ccc2c(c1)OCCO2,1.9,0.1,-2.3,-0.2,-3.5,-0.8,-0.3,-2.0,-0.3,0.9
COc1ccc(CCNC(=O)Nc2nc(C(N)Cc3ccccc3)cs2)cc1OC (stereo unspecified),-1.7,-1.4,-8.0,-12.7,-4.4,-15.5,-1.5,3.8,9.5,/
CCOc1ccc2nc(C)cc(Nc3cccc([N+](=O)[O-])c3)c2c1,6.8,-2.2,-11.1,-2.3,-2.0,-4.2,-4.7,4.6,24.5,-3.2

# Full records as entered above. Order of screens: GC-A act | MBD2 DNA inh | SIAE primary | ABHD4 inh | PRMT1 FP inh | TCR-CD3 inh | GC-B act | UHRF1 binding | rCAG binder | HTRA1 inhibitor
# COc1ccc(CCNC(=O)Nc2nc(C(N)Cc3ccccc3)cs2)cc1OC (stereo unspecified) across the screens: -1.7 | -1.4 | -8.0 | -12.7 | -4.4 | -15.5 | -1.5 | 3.8 | 9.5 | /
# COc1cc(C(=O)NCC(=O)OCC(=O)Nc2nnc(-c3ccccc3)o2)cc(OC)c1OC across the screens: -1.4 | -5.9 | 1.3 | 1.3 | -3.9 | 0.2 | 2.7 | -3.9 | 6.7 | 4.8
# CC(C)(C)N=Cc1cc(-c2ccccc2)sc1O across the screens: -0.4 | 2.7 | 6.9 | 5.8 | 2.3 | -2.7 | -3.2 | -3.1 | -1.6 | 7.0

# Carrying on:
SMILES,GC-A act,MBD2 DNA inh,SIAE primary,ABHD4 inh,PRMT1 FP inh,TCR-CD3 inh,GC-B act,UHRF1 binding,rCAG binder,HTRA1 inhibitor
CC1(C)OC(=O)C2=C(C[C@@H](C3CC3)O[C@H]2CCc2cccc(Cl)c2)O1,5.4,-6.7,-3.1,-7.3,-3.2,-2.2,3.4,-1.5,4.5,/
COc1ccc(S(=O)(=O)Nc2ccc(N3CCOCC3)nc2)cc1,3.7,6.2,4.5,5.6,3.0,-0.3,-0.5,4.0,-1.0,-0.6
CC1CCCC/C1=N\Nc1ccc(S(N)(=O)=O)cc1[N+](=O)[O-] (stereo unspecified),2.7,-4.3,-5.1,4.0,-0.4,2.0,-5.8,-2.8,7.6,-3.3
Cc1ccc(C(=O)NC(=S)Nc2ccc(-c3ccc(CO)o3)cc2)cc1,-5.6,4.3,-2.1,-35.0,16.1,-5.2,0.5,-1.5,19.5,-54.0
Cc1c(Cl)cccc1NC(=O)Nn1cnnc1,5.2,-2.6,-1.3,4.5,-3.3,7.2,5.1,3.3,-1.0,7.2
Cn1c(N)c(C(=O)COC(=O)/C=C/c2cccc(C(F)(F)F)c2)c(=O)n(C)c1=O,0.2,1.4,-12.7,-3.6,0.5,2.4,1.5,-2.7,1.9,-10.2
COc1ccc(-c2[nH]ncc2Oc2ccccc2OC)c(O)c1,-4.3,-0.9,5.4,-2.2,-0.1,3.4,-6.3,1.5,2.6,3.8

# These rows are one share of the data; the hit share may differ from the screen's.
